# From PubChem BioAssay
# Anesthetic bind: qHTS Assay for Identification of Novel General Anesthetics | Ferritin light chain (Equus caballus), P02791 | apoferritin/1-aminoanthracene competitive binding, fluorescence | Potency, µM (highest dose often 77.5 µM), for inactives: at the highest dose activity change, negative = displacement, most hits filed as inhibitors | 0.074% of 350,000 active | AID 485281, 2010; also: potency is read from the fitted curve at half-maximal effect; % is scaled to controls: 0 for no effect and ±100 for the full control effect; nearly all actives have a fitted effect of over 20% in size
#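 Read-out: endpoint 1-AMA fluorescence, excitation 380 nm and emission 535 nm, after compounds sit 10 min at room temperature with 10 uM horse-spleen apoferritin in 50% saturated 1-AMA/PBS. Values come from four-parameter Hill fits.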
# Pol iota inh: qHTS for Inhibitors of Polymerase Iota. 1% of 390,000 active. DNA polymerase iota (Homo sapiens), Q9UNA4. Pol iota fluorescent replication assay, 10 min. Potency, µM (doses to about 115 µM), without a hit: at the top dose activity, negative = inhibition, actives largely listed as inhibitors; also: potency is read from the fitted curve at half-maximal effect
#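 Fluorescent replication assay read twice, at 0 min and 10 min after adding 50 nM (final) substrate. Enzyme (10 nM) and compounds were first incubated 15 min at room temperature; enzyme-free buffer wells were negative controls.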
# Pol kappa inh: qHTS for Inhibitors of Polymerase Kappa; DNA polymerase kappa (Homo sapiens), Q9UBT6; purified Pol kappa, fluorescent DNA synthesis assay, 10 min; Potency, µM (doses to about 107 µM), inactives show top-dose activity, negative = inhibition, most hits filed as inhibitors; 0.53% of 400,000 active; also: potency is read from the fitted curve at half-maximal effect; % is scaled to controls: 0 for no effect and ±100 for the full control effect
#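 First, compounds were pin-transferred onto 10 nM Pol kappa. After 15 min at room temperature, substrate was added to 50 nM final. Fluorescence was then measured kinetically at 0 and 10 min.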
# BLM helicase inh: qHTS Assay for Inhibitors of Bloom's syndrome helicase (BLM) | 0.2% of 350,000 active | recombinant BLM DNA unwinding, fluorescence dequenching | RecQ-like DNA helicase BLM (Homo sapiens), P54132 | Potency, µM (doses to about 56.1 µM), without a hit: top-dose activity change, negative = inhibition, hits mostly inhibitors;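 also: potency is read from the fitted curve at half-maximal effect; plate controls were vehicle for no effect and no enzyme for full effect; nearly all actives have a fitted effect of over 35% in size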
# POLB inh: qHTS Assay for Inhibitors of DNA Polymerase Beta. 1.3% of 340,000 active. Potency, µM (top dose mostly 114 µM), without a hit: top-dose activity change, negative = inhibition, usual class: inhibitors. Pol beta primer extension/strand displacement, fluorescence kinetic; also: potency is read from the fitted curve at half-maximal effect; % is scaled to controls: 0 for no effect and ±100 for the full control effect
#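 Curves were derived by four-parameter Hill fits of normalized qHTS data. The kinetic fluorescent primer-extension read was taken at 0 and 10 min after 50 nM substrate, following a 15 min room-temperature preincubation of 10 nM enzyme with compounds.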
# GRP78 ERSR act: qHTS for Inducers of the Endoplasmic Reticulum Stress Response (ERSR) in Human Glioma: qHTS; U87-MG GRP78 promoter luciferase reporter, 16 h; Potency, µM, for the others: top-dose activation, actives largely listed as activators; 0.02% of 420,000 active; also: potency is read from the fitted curve at half-maximal effect; series mostly up to about 76 µM; % of control where 0% means no effect; nearly all actives have a fitted effect of over 35% in size
#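 ERSR induction read as luciferase luminescence (Bright-Glo, 10 min at room temperature) in stably transfected human U87-MG glioma cells exposed to compounds for 16 h, using GRP78 as sensor.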
# LDHA inh: qHTS assay for inhibitors of human lactate dehydrogenase; AID 1347041, 2019; 0.15% of 480,000 active; activity change, % (values are at about 110 or 230 µM); purified LDHA, NADH/diaphorase-resazurin fluorescence; stronger effect = lower value; in the data active = activity change below about -30%; inconclusive = mostly about -25% to -30%;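 also: plate controls were DMSO wells for no effect and wells without enzyme for full effect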
#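 Human LDH5 (2 nM) was incubated with 0.06 mM NADH and 0.2 mM pyruvate for 5 min at room temperature in Tris pH 7.4. Remaining NADH was coupled through diaphorase/resazurin, and resorufin fluorescence was read at 0 and 20 min.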
# POLH inh: qHTS for Inhibitors of Polymerase Eta; recombinant Pol eta, fluorescent DNA replication assay; Potency, µM (titrated, usually from 114 µM), for inactives: top-dose activity change, negative = inhibition, actives largely listed as inhibitors; 1.2% of 390,000 active; DNA polymerase eta (Homo sapiens), Q9Y253; also: potency is read from the fitted curve at half-maximal effect; % is scaled to controls: 0 for no effect and ±100 for the full control effect
# Target sequence (Q9Y253 whole entry, looked up): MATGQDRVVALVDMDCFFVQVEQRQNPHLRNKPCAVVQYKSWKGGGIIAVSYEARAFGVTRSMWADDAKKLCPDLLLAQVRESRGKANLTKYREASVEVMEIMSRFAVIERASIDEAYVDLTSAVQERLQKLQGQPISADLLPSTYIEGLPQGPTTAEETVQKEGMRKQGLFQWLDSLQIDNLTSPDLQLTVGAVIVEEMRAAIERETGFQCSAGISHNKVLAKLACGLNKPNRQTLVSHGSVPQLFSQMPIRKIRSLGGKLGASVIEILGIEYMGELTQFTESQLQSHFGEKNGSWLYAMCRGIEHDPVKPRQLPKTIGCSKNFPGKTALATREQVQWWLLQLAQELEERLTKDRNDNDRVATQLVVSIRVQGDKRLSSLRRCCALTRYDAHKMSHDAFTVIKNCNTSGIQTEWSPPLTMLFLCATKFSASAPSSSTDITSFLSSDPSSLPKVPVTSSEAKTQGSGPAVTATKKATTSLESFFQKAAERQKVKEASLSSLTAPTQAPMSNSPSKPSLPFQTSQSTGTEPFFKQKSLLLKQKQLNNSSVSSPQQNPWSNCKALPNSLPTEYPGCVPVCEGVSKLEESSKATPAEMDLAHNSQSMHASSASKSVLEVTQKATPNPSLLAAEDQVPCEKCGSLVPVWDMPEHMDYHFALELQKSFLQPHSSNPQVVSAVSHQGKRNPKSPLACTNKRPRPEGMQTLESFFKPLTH
#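 Pol eta at 10 nM preincubated with compounds 15 min at room temperature; reaction started with fluorescent substrate (50 nM final) and read kinetically at 0 and 10 min.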
# APE1 inh: qHTS Assay for Inhibitors of the Human Apurinic/apyrimidinic Endonuclease 1 (APE1) | recombinant APE1, TAMRA/BHQ-2 abasic DNA cleavage fluorescence | Potency, µM (highest dose often 65.8 µM), without a hit: top-dose activity change, negative = inhibition, most hits filed as inhibitors | 0.35% of 350,000 active;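 also: potency is read from the fitted curve at half-maximal effect; plate controls were vehicle for no effect and reference inhibitor for full effect; nearly all actives have a fitted effect of over 55% in size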
# Target sequence (P27695 whole entry, looked up): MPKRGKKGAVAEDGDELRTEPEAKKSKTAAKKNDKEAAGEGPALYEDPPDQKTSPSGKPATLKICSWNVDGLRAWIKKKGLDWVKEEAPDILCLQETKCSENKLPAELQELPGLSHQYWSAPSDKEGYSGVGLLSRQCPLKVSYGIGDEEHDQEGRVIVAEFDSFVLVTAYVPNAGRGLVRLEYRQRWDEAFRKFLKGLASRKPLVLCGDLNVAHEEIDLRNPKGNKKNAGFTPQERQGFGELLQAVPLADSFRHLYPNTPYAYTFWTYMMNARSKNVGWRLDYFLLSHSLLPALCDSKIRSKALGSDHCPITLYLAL
#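 Quantitative HTS: incision of a TAMRA/BHQ-2 double-stranded substrate bearing a tetrahydrofuran abasic site by 0.75 nM APE1 raises fluorescence. Substrate 50 nM final, added after 15 min compound preincubation at room temperature; progress as third-minus-first kinetic read difference.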
# Starred values were filed as active, the others as inactive; ? = inconclusive; / = not tested or not shown; & = joins results of further samples; [ ] = dose if it differs, or a comment. Unless noted, calls follow the shape of the dose curve; as a rule, active = well fitted curve in the direction sought with a large enough effect; inconclusive = small, poorly fitted or top-dose-only effect, or another doubt; inactive = no such curve, though single readings can be large; an effect the other way counts as inactive or inconclusive. Not all compounds are listed, so the mix of outcomes need not match the whole.
SMILES,Anesthetic bind,Pol iota inh,Pol kappa inh,BLM helicase inh,POLB inh,GRP78 ERSR act,LDHA inh,POLH inh,APE1 inh
CCc1ccc(N2C(=O)CC(c3cc(OC)ccc3OC)C3=C2COC3=O)cc1 (centres undefined),-18%,26%,1%,-5%,-3%,-5%,6,-13%,/
COc1ccc(OC)c(C2=NOC(C(=O)NCc3cccs3)C2)c1 (centres undefined),-9%,6%,-1%,0%,-27%,-4%,-7,-7%,-3%
CCOC(=O)c1ccc(NC(=O)CC2C(=O)N(c3ccc(C)cc3)C(=O)N2C2CCCCC2)cc1 (centres undefined),9%,-14%,-2%,-7%,9%,1%,1,-9%,/
CCCCN(C)CCCNC(=O)C1CCN(S(=O)(=O)CC)CC1,-8%,-7%,-2%[60.1 µM],-1%,-19%,-3%,-7,-1%,/
O=C(NCc1ccco1)c1cc2nc(C3CC3)cc(C(F)(F)F)n2n1,-11%,?,4%,-7%,2%,-5%,0,?,0%
Cc1sc(-c2ccccn2)nc1OC(=O)c1cccc(Cl)c1Cl,-1%,10%,-1%,-5%,-10%,-3%,-1,7%,0%
O=C(NCCN1CCCCC1)c1ccc2c(c1)OCCO2,-7%,12%,-5%,-5%,4%,5%,-3,-15%,11%
CNC[C@@H](Cc1ccccc1)NC[C@@H](CC1CCCCC1)NCCCc1ccccc1,?,-6%,-9%,2%,114%,-13%,-4,-21%,6%
Cc1nnc(NC(=O)CSc2nc(C(C)C)nc3sc(C)c(C)c23)s1,-3%,8%,-15%,-2%,18%,-2%,-10,-11%,-2%
N#Cc1ccc(CSc2nnc3[nH]c(=O)cc(N)n23)cc1,-7%,-11%,-13%,0%,-6%,-3%,-5,6%,-1%
COc1ccc2c(c1)OC/C(=C/c1ccc(OC)c(OC)c1)C2=O,?,/,-10%[60.1 µM],-10%,/,-2%,/,/,-2%
CN(C)S(=O)(=O)c1ccc(C(=O)NCCOc2ccc(F)cc2)cc1,-17%,-10%[58.9 µM],-10%,-3%,-28%,2%,-3,-19%,2%

# Five records picked at random from those above:
SMILES,Anesthetic bind,Pol iota inh,Pol kappa inh,BLM helicase inh,POLB inh,GRP78 ERSR act,LDHA inh,POLH inh,APE1 inh
Cc1nnc(NC(=O)CSc2nc(C(C)C)nc3sc(C)c(C)c23)s1,-3%,8%,-15%,-2%,18%,-2%,-10,-11%,-2%
O=C(NCc1ccco1)c1cc2nc(C3CC3)cc(C(F)(F)F)n2n1,-11%,?,4%,-7%,2%,-5%,0,?,0%
COc1ccc2c(c1)OC/C(=C/c1ccc(OC)c(OC)c1)C2=O,?,/,-10%[60.1 µM],-10%,/,-2%,/,/,-2%
CCCCN(C)CCCNC(=O)C1CCN(S(=O)(=O)CC)CC1,-8%,-7%,-2%[60.1 µM],-1%,-19%,-3%,-7,-1%,/
CCOC(=O)c1ccc(NC(=O)CC2C(=O)N(c3ccc(C)cc3)C(=O)N2C2CCCCC2)cc1 (centres undefined),9%,-14%,-2%,-7%,9%,1%,1,-9%,/

# The results go on:
SMILES,Anesthetic bind,Pol iota inh,Pol kappa inh,BLM helicase inh,POLB inh,GRP78 ERSR act,LDHA inh,POLH inh,APE1 inh
NC(=O)c1ccc(N2CCN(c3ccccc3O)CC2)c([N+](=O)[O-])c1,-22%,164%[activator],-5%,-4%,3%,-7%,13,-16%,-2%
Cc1nc(C(=O)NNC(=O)Nc2ccc(Cl)cc2)cs1,-6%,-12%[58.9 µM],3%,0%,0%,3%,-3,-12%,-5%
Cc1nnc(SCc2ccccc2)nc1/C=C/NOCc1ccc(Cl)cc1Cl,?,3%,-15%,-6%,1%,-1%,1,?,-2%
COc1cccc(/C=C2\C(=O)C(=O)c3ccccc32)c1,-17%,?,-13%,3%,2%,6%,12,-14%,1%
COc1ccc(-c2nnc(SCC(=O)N3CCCC3)o2)cc1,4%,46%[activator],-5%,0%,13%,6%,-5,-8%,4%
COC(=O)CNC(c1ccccc1)c1cc(Cl)ccc1NC(=O)c1cccc(Cl)c1 (centres undefined),-5%,12%,3%,-7%,-1%,-3%,-7,-23%,-9%
N/C(=N\OC(=O)CSc1ccccc1)c1ccncc1,-23%,-1%,4%,-2%,55%,1%,-2,-15%,-2%
Cc1ccc(C)c(N2CCN(C(=O)CCc3nc(-c4ccc(Br)cc4)no3)CC2)c1,/,?,-12%,/,/,4%,-11,-13%,-15%
COC(=O)C1CCN(CC(=O)Nc2cc(Cl)ccc2OC)CC1,-8%,/,/,-1%,12%,/,/,/,20%
CCC1CCCCN1CCNC(=O)C1CCN(S(=O)(=O)c2cccc3nsnc23)CC1 (centres undefined),-6%,5%,1%,1%,-11%,-5%,2,-8%,16%
CCc1nnc(NC(=O)Nc2ccccc2OC)s1,-17%,20%,-7%,0%,1%,-1%,-6,6%,-4%
c1ccc(-c2csc(Nc3ncccn3)n2)cc1,-7%,-10%,-7%,0%,12%,5%,3,-13%,-2%
CCOc1ccc(C(=O)Nc2ccc(S(=O)(=O)NCC3CCCO3)cc2)cc1OCC (centres undefined),-11%,18%,-12%,-3%,-13%,-4%,-5,-2%,6%
Cc1cc(C)cc(C(=O)NCC(=O)OCC(=O)NC2CC2)c1,/,7%,0%,/,/,-6%,-5,-1%,-4%
COc1ccc(N2CCN(c3nc4c(C)cccn4c(=O)c3/C=C(\C#N)C(N)=O)CC2)cc1,5%,18%,-8%[60.1 µM],-1%,2%,-1%,1,-22%,2%
Cc1ccc(NC(=O)c2ccc(OC(=S)N3CCOCC3)cc2)cc1,-7%,24%,3%,0%,6%,1%,-8,0%,2%
CCOC(=O)C1=C(C)N(C)C(C)=C(C(=O)OCC)C1c1ccc(Cl)cc1,10%,-8%,-5%,-11%,9%,2%,4,-21%,12%
CC1=C(C(=O)OCc2ccccc2)C(c2ccc(Br)cc2)NC(=O)N1CCCC(=O)O (centres undefined),-5%,?,3%,-2%,25%,1%,-4,-12%,25%
CCn1ncc(Br)c1C(=O)Nc1ccn(C23CC4CC(CC(C4)C2)C3)n1,-14%,9%,-14%,-5%,?,4%,-5,-29%,-1%
CCC(C)c1ccccc1OCCCN(C)Cc1ccccc1 (centres undefined),-7%,134%[activator],-3%,-6%,10%,-7%,-9,-21%,7%
O=C(CCCN1C(=O)/C(=C/c2cccs2)SC1=S)NNC(=O)c1ccccc1O,-11%,18%,-6%,-6%,?,-6%,-6,?,4%
CCOC(=O)N1CCN(C(=O)COC(=O)c2ccc(Cl)nc2)CC1,/,25%,-15%,/,/,-3%,-5,-6%,-5%
CCOc1ccc(CC(=O)NC2CC(=O)N(c3ccc(C)c(C)c3)C2)cc1 (centres undefined),4%,5%,-3%[60.1 µM],2%,23%,-2%,-15,-12%,/
COc1ccc(OC)c(/C=N/NC(=O)c2[nH]nc3c2CCc2ccccc2-3)c1,105%[activator],-8%,-17%,-1%,?,2%,-5,17%,-4%
CCN(C[C@H]1N[C@@](CC)(C(=O)OC)[C@H]2C(=O)N(C)C(=O)[C@@H]12)C(=O)c1ccc(C(C)(C)C)cc1,/,15%,0%,/,/,-3%,2,-14%,4%
Cc1ccn2c(CNC(C)CCn3cccn3)c(C(=O)N3CCCCCC3)nc2c1 (centres undefined),-11%,41%[activator],0%,-1%,7%,-7%,-4,-1%,7%
CCN(CC)S(=O)(=O)c1cccc(C(=O)NCCCN2CCOCC2)c1,-10%,-14%,-16%,1%,-19%,-3%,2,-9%,1%
CC(=O)Nc1nn(C)c2nc3ccc(C)cc3cc12,54%[activator],-25%,-12%,-4%,5%,3%,-14,-19%,1%
COc1cc(OC)cc(C(=O)NC(C(=O)OCn2nnc3ccccc3c2=O)C(C)C)c1 (centres undefined),/,26%,-9%,/,/,-3%,-4,-15%,-4%
CCOC(=O)c1snc2c(=O)[nH]cnc12,65%[activator],9%,-11%,0%,-1%,0%,-8,1%,-3%
CCc1nnc(NC(=O)c2nc(S(=O)(=O)Cc3ccc(C)cc3)ncc2Cl)s1,3%&6%,?,-1%&0%,-1%&2%,14%&27%,-19%&-10%,-2&-1,1%&-7%,8%
CCOc1ccc(S(=O)(=O)N(CC(=O)Nc2ccc(OC)c(Cl)c2)c2ccccc2)cc1,92%[activator],25%,0%,0%,-18%,-3%,4,-14%,/
COc1ccccc1NS(=O)(=O)c1cc(NC(=O)c2ccco2)ccc1N1CCOCC1,-6%,53%[activator],-19%,1%,?,1%,-4,-24%,-4%
Cn1cnc(S(=O)(=O)N2CCCC(C(=O)Nc3cccc(C#N)c3)C2)c1 (centres undefined),1%,48%[activator],-2%[60.1 µM],1%,6%,-2%,3,-16%,/
O=C(CCC1N=C2c3ccccc3N=C(SCc3ccc(F)cc3)N2C1=O)N1CCN(c2ccccc2)CC1 (centres undefined),?,2%,12%,-6%,-22%,3%,5,-17%,/
CCn1cc(C(=O)NCCc2ccc(OC)c(OC)c2)c(=O)c2cc(S(=O)(=O)N3CCOCC3)ccc21,?,21%&-96%,?,2%&2%,34%&4%,-1%&0%,1&2,-16%&-4%,84%[activator]
COc1cccc(CN(C)C(=O)c2ccc(NS(=O)(=O)c3ccc4[nH]c(=O)[nH]c4c3)cc2)c1OC,-7%,20%,-4%,-2%,-10%,-5%,-1,-21%,18%
O=C(COc1ccc(Br)cc1)Nc1ccc(C(=O)Nc2ccccc2C(=O)O)cc1,-1%,70%[activator],-3%,-16%,2%,-7%,-32*,?,?
CC(NC(=O)c1ccc(CS(=O)(=O)Cc2ccccc2F)o1)c1ccc2c(c1)OCCO2 (centres undefined),-2%,-8%,-7%,-4%,13%,-1%,-7,-14%,9%
Cc1ccc2c(c1)N(CC(=O)N1CCCC(C)C1)C(=O)CO2 (centres undefined),-10%,-15%,1%,-3%,43%,-3%,-7,-16%,-7%
